All columns: NCI-60 one-dose screen, growth in % after 48 h at 10 µM unless noted; 100 = growth as untreated, 0 = no growth, -100 = all killed.
NCI-H226 = NCI-H226 lung cancer; 79,000 tested, 3.5% active
SW-620 = SW-620 colon cancer | 82,000 tested, 5.2% active
NCI-H460 = NCI-H460 lung cancer; 82,000 tested, 6.8% active; AID 1794736
COLO 205 = COLO 205 colon cancer. 79,000 tested, 7.3% active
NCI-H522 = NCI-H522 lung cancer; 78,000 tested, 8% active
NCI-H322M = NCI-H322M lung cancer. 80,000 tested, 2.7% active
HCT-15 = HCT-15 colon cancer | 82,000 tested, 5.2% active | AID 1794746
NCI-H23 = NCI-H23 lung cancer; 80,000 tested, 4% active; AID 1794731
HT29 = HT29 colon cancer | 81,000 tested, 7.4% active | AID 1794748
* = called active by the depositor; · = no result given; & = joins results of further samples. Rule for the calls: active = growth percent below 10; inactive = the rest.

Molecule,NCI-H226,SW-620,NCI-H460,COLO 205,NCI-H522,NCI-H322M,HCT-15,NCI-H23,HT29
Nc1ccncc1CO,105.1,106.3,104.6,107.0,·,97.4,102.2,88.7,98.2
CCCC1CCC(=C2C(=O)CCC2=O)O1 (stereo unspecified),107.6&102.2,105.1&105.1,113.3&100.8,99.2&100.0,83.9&121.2,96.9&90.9,92.0&104.5,98.7&102.2,97.4&94.2
O=C(CBr)Nc1ccc(C(=O)O)c(O)c1,105.7,110.1,109.0,105.2,85.9,101.4,120.0,103.1,92.6
Cc1cccc(N=Nc2sc(-n3[nH]c(=O)ccc3=O)nc2C)c1,96.9,105.2,105.0,102.7,96.7,104.8,108.8,96.8,108.1
O=C1CCCCCN1,98.3,92.4,104.0,95.0,·,98.1,103.4,105.8,112.0
C=CC(=O)Nc1cccc(-c2nc(SC)nc(Nc3ccccc3OC)c2C#N)c1,34.3,17.2,5.2*,60.9,39.3,80.0,16.9,55.5,2.2*
c1ccc(Cc2nc3ccccc3c3cc[nH]c23)cc1,71.7,102.7,104.1,101.3,49.9,89.8,95.8,79.7,97.1
COc1cccc(CNc2ncnc3c2ncn3C2OC(CO)C(O)C2O)c1O (stereo unspecified),31.6,6.4*,45.7,24.6,8.6*,11.3,4.1*,8.0*,26.5

Molecule,NCI-H226,SW-620,NCI-H460,COLO 205,NCI-H522,NCI-H322M,HCT-15,NCI-H23,HT29
CCCCCOc1ccc(C(=O)/C(Br)=C/C(=O)O)cc1,105.9,111.0,102.7,105.0,89.2,103.9,89.1,91.9,105.3
Cc1ccc(OCC(=O)O)cc1C,90.7,107.9,103.1,101.1,85.3,97.7,108.7,109.7,86.6
COCCOC(=O)c1ccc(OC)cc1,90.9,96.8,99.9,103.7,87.9,106.4,101.6,93.4,95.9
C(=C1c2ccccc2-c2ccccc21)c1ccccn1,99.6,32.7,83.8,84.9,·,89.1,42.8,79.9,17.0
COc1ccc(Nc2nc(/N=C/c3ccc(O)cc3)n[nH]2)cc1,108.5,106.9,116.0,126.9,105.1,110.6,108.6,102.3,118.6
COc1cccc(/C(O)=C2\C(=O)C(=O)N(CCN3CCCC3)C2c2ccc3c(c2)OCO3)c1 (stereo unspecified),104.4,99.2,101.0,100.8,·,106.0,101.5,103.9,113.5
Cc1csc(-c2nnn(-c3ccccc3)c2N)n1,95.1,92.8,95.0,106.1,75.9,100.8,102.8,95.1,86.6
CC1(C)CC(=O)C2=C(C1)OC(C(=O)c1ccc(N=[N+]=[N-])cc1)C2c1cccc([N+](=O)[O-])c1 (stereo unspecified),·,101.0,108.3,112.2,89.1,103.9,97.5,100.4,113.5

Molecule,NCI-H226,SW-620,NCI-H460,COLO 205,NCI-H522,NCI-H322M,HCT-15,NCI-H23,HT29
COc1ccccc1C1C2=C(CC(C)(C)CC2=O)N(CCc2ccc(S(N)(=O)=O)cc2)C2=C1C(=O)CC(C)(C)C2,106.8,100.9,108.1,114.0,95.2,101.5,103.5,100.3,106.3
O=C(O)CC(CC(=O)c1ccccc1)c1ccccc1 (stereo unspecified),95.6,102.7,113.1,121.1,116.4,129.1,105.5,110.5,112.9
O=C(/C=C\c1ccc(C(=O)Nc2ccc(C3=NCCN3)cc2)cc1)Nc1ccc(C2=NCCN2)cc1,90.8,97.4,94.7,143.1,112.8,123.7,101.8,91.0,90.9
Nc1ccn(C2OC(F)(CO)C(O)C2F)c(=O)n1 (stereo unspecified),89.4,52.1,12.7,·,32.8,71.1,63.1,10.3,48.3
O=C(NS(=O)(=O)c1ccc2ccccc2c1)n1cc(-c2ccncc2)c(-c2ccc(Cl)c(O)c2)n1,84.9,95.2,89.7,104.9,61.5,115.8,82.1,61.5,70.3
CCOC(=O)Cn1c(C)cc(C)c(C#N)c1=O,101.8,100.0,105.2,109.2,95.9,103.6,99.8,97.1,108.2
COc1ccc(-c2cc(-n3nnnc3-c3ccccc3)no2)cc1,104.8,107.2,103.6,103.0,89.8,108.8,103.4,92.5,103.8
COC(=O)[C@]12CC[C@@H](C)[C@H](C)[C@@H]1C1=CC(=O)[C@@H]3[C@@]4(C)C[C@@H](OC(C)=O)[C@H](OC(C)=O)[C@@](C)(COC(C)=O)[C@@H]4C(=O)C[C@@]3(C)[C@]1(C)CC2,41.8,50.2,32.4,39.5,47.6,82.6,38.5,45.4,40.4

5 compounds already listed, arranged by number of heavy atoms, falling:
Molecule,NCI-H226,SW-620,NCI-H460,COLO 205,NCI-H522,NCI-H322M,HCT-15,NCI-H23,HT29
O=C(/C=C\c1ccc(C(=O)Nc2ccc(C3=NCCN3)cc2)cc1)Nc1ccc(C2=NCCN2)cc1,90.8,97.4,94.7,143.1,112.8,123.7,101.8,91.0,90.9
COc1cccc(CNc2ncnc3c2ncn3C2OC(CO)C(O)C2O)c1O (stereo unspecified),31.6,6.4*,45.7,24.6,8.6*,11.3,4.1*,8.0*,26.5
Cc1cccc(N=Nc2sc(-n3[nH]c(=O)ccc3=O)nc2C)c1,96.9,105.2,105.0,102.7,96.7,104.8,108.8,96.8,108.1
CCCCCOc1ccc(C(=O)/C(Br)=C/C(=O)O)cc1,105.9,111.0,102.7,105.0,89.2,103.9,89.1,91.9,105.3
CCOC(=O)Cn1c(C)cc(C)c(C#N)c1=O,101.8,100.0,105.2,109.2,95.9,103.6,99.8,97.1,108.2

The results go on:
Molecule,NCI-H226,SW-620,NCI-H460,COLO 205,NCI-H522,NCI-H322M,HCT-15,NCI-H23,HT29
Cc1ccc(S(=O)(=O)NCCNc2nccc(-c3c(-c4ccccc4)nc4sccn34)n2)cc1,57.4,66.1,36.0,51.3,85.8,78.7,42.9,74.9,35.1
C=CCn1cc(/C=C/C(=O)c2cc3ccccc3oc2=O)c2ccccc21,89.4,118.0,122.2,145.0,112.6,99.5,101.4,92.8,126.6
O=C(Nc1cc(Cl)cc(Cl)c1)N1CCOCC1,93.8,118.2,114.7,114.9,97.7,102.5,102.5,96.7,101.9
COc1ccc(/C=N/NC(=O)c2c(Nc3ccccc3)nn(C)c2N)cc1OC,92.2,101.5,108.7,107.2,101.1,99.1,105.1,98.9,107.2
COc1ccc(-c2nc(-c3nc4ccc(OC)cc4[nH]3)c3ccccn23)cc1,75.1,93.3,67.7,95.1,62.8,65.0,59.7,90.5,58.6
COc1cc(C2CC(c3ccc4c(c3)OCO4)=NN2C=O)ccc1OCCN(C)C (stereo unspecified),86.4,101.3,107.4,98.5,·,95.4,104.5,93.5,89.9
O=C1CCN(c2ccc(-c3ccsc3)cc2)N1c1ccc(-c2ccsc2)cc1,81.7,86.7,98.3,83.6,67.6,77.4,80.1,79.3,81.5
CCCCC1(O)CCCC1,101.0,112.0,105.8,98.9,·,91.8,95.8,101.9,98.2

Taken from the entries so far for reference:
Molecule,NCI-H226,SW-620,NCI-H460,COLO 205,NCI-H522,NCI-H322M,HCT-15,NCI-H23,HT29
Cc1ccc(S(=O)(=O)NCCNc2nccc(-c3c(-c4ccccc4)nc4sccn34)n2)cc1,57.4,66.1,36.0,51.3,85.8,78.7,42.9,74.9,35.1
C=CCn1cc(/C=C/C(=O)c2cc3ccccc3oc2=O)c2ccccc21,89.4,118.0,122.2,145.0,112.6,99.5,101.4,92.8,126.6
O=C(Nc1cc(Cl)cc(Cl)c1)N1CCOCC1,93.8,118.2,114.7,114.9,97.7,102.5,102.5,96.7,101.9

(listing goes on)
Molecule,NCI-H226,SW-620,NCI-H460,COLO 205,NCI-H522,NCI-H322M,HCT-15,NCI-H23,HT29
O=C(/C=C/c1ccc(Cl)c(Cl)c1)Nc1ncc(Cc2ccc(Cl)c(Cl)c2)s1,70.7,33.3,28.3,4.6*,40.4,58.5,29.0,70.4,36.2
CCN(CC)CCOC(=O)c1ccc(NC(=O)Nc2ccccc2)cc1,96.6,102.2,110.1,105.4,94.7,96.4,100.4,92.0,95.3
Clc1ccc(OCOc2ccc(Cl)cc2)cc1,105.2,98.7,100.9,107.6,·,98.6,98.9,106.5,99.6
Cc1cc(-c2ccc(N=Nc3c(N)c(S(=O)(=O)O)cc4cc(S(=O)(=O)O)ccc34)c(C)c2)ccc1N=Nc1c(N)ccc2cc(S(=O)(=O)O)ccc12,94.7,100.7,97.9,119.4,90.2,93.1,108.9,103.5,94.5
CC(C)(C)c1ccc(S(=O)(=O)Nc2ccccc2[N+](=O)[O-])cc1,93.2,109.6,102.3,115.6,81.8,97.5,102.5,95.1,98.3
CCN(CC)Cc1c(O)ccc2c(=O)c(-c3ccc(OC)c(OC)c3)coc12,105.8,111.3,116.7,116.7,96.6,108.0,113.4,110.8,101.0
CCN(CC)CCCNc1nccc2ccc(Cl)cc12,97.9,103.6,103.0,107.7,101.6,104.0,104.3,107.3,96.9
Cc1ccc(-c2ccnc3c2c(-c2ccccc2)nn3-c2ccccc2)cc1,100.0,103.9,106.4,109.9,89.1,105.5,110.1,104.6,102.6

Molecule,NCI-H226,SW-620,NCI-H460,COLO 205,NCI-H522,NCI-H322M,HCT-15,NCI-H23,HT29
CCOC(=O)c1ccc(NC(=O)NCn2c(=O)[nH]c3ccccc3c2=O)cc1,91.5,117.2,118.4,105.3,80.8,93.7,99.3,90.2,107.6
Cc1ccc(C(SCCNCc2cc(N(C)C)ccn2)(c2ccccc2)c2ccccc2)cc1,-6.0*,-79.4*,-26.6*,-71.6*,-78.8*,23.1,-68.8*,-35.8*,-77.2*
CCCSc1ccc([N+](=O)[O-])cc1[N+](=O)[O-],96.1,106.8,109.0,111.1,89.2,104.1,107.0,101.7,91.1
CCCCCN(CCCCC)CCCNc1c2c(nc3ccc(Cl)cc13)CCCC2,50.8,33.5,34.0,-11.0*,·,73.8,32.5,30.7,1.6*
COc1cc(NC(=O)[C@@H]2C[C@H]2c2ccccc2)c(C(N)=O)cc1OC,95.6,88.0,104.8,93.3,·,103.3,80.1,88.9,92.7
CC1CC(=O)Nc2ccccc2N1 (stereo unspecified),111.1,107.6,112.2,104.6,·,113.3,99.7,109.5,115.0
O=[N+]([O-])c1ccc(Cl)c(Nc2n[nH]c(-c3ccccc3)n2)c1,63.6,94.5,95.5,104.9,75.9,89.9,85.3,75.8,103.2
COc1ccc(-c2n[nH]c(CN3N=C(C)CC3=O)n2)cc1,102.2,100.8,109.3,101.9,·,104.3,103.2,94.8,102.9

Molecule,NCI-H226,SW-620,NCI-H460,COLO 205,NCI-H522,NCI-H322M,HCT-15,NCI-H23,HT29
O=C(S)CN1C(=O)c2ccccc2C1=O,97.2,110.0,110.2,104.3,89.2,·,106.7,·,99.6
CCOC(=O)c1ncc(-c2cc(C(F)(F)F)cc(C(F)(F)F)c2)c(NC2CCCCCC2)n1,91.0,95.4,98.4,102.4,77.7,·,91.7,·,106.5
O=C(O)CCNC(Cc1ccc(O)cc1)C(=O)O (stereo unspecified),95.5&116.1,102.9&101.7,102.3&103.8,99.4&112.2,92.0&98.1,106.6&108.2,109.4&104.8,101.2&102.5,106.4&102.4
O=C(CCOCCOCCOCCNC(=O)COc1ccc2c(c1)OCC(c1ccc(F)cc1)C2=O)NCCCC(O)(P(=O)(O)O)P(=O)(O)O (stereo unspecified),102.6,96.4,107.1,111.8,93.5,104.9,100.9,94.4,104.5
O=C(O)/C=C/C(=O)Nc1cccc(Cn2nnc3cc(Cl)c(Cl)cc32)c1,89.8,96.3,105.3,111.6,96.2,100.8,95.3,97.3,109.6
Cc1c(Cl)cccc1N1C(=O)CC(Sc2ccccc2N)C1=O (stereo unspecified),86.3,78.8,99.8,97.8,79.0,97.1,67.7,87.1,81.4
S=C(SCc1cc(Cl)cc2c1OCOC2)N1CCSCC1,83.3,101.7,95.4,108.4,·,107.2,89.4,107.6,91.3
CCOC(=O)C(CC)n1c(=O)c2cc(OC)c(OC)cc2c2cnc3[nH]ccc3c21 (stereo unspecified),49.4,79.9,72.4,86.0,79.3,71.0,75.0,66.0,76.9
COc1ccc(C(=O)c2ccc3[nH]c(=O)nc(N)c3c2)cc1OC,108.8,103.6,105.0,·,86.8,143.7,98.3,99.0,102.3
CC(C)CC(N)=O,95.3&96.5,101.4&98.0,105.2&104.2,114.1&120.9,90.3&88.3,97.4&113.5,94.1&102.1,102.6,105.7&98.0

Assay outcomes deposited in PubChem by NCI.
